Screening results as filed in PubChem BioAssay.
DT40 TDP1 no CPT – qHTS for Inhibitors of human tyrosyl-DNA phosphodiesterase 1 (TDP1): qHTS in cells in absence of CPT | DT40 Tdp1-/- hTDP1 cells, no CPT, ATP luminescence, 48 h | Potency, µM (doses to about 46.2 µM), for inactives: top-dose activity change, negative = growth inhibition, usual class: inhibitors | hit rate 15% among 420,000 | AID 686978, 2013; note: nearly all actives have a fitted effect of over 55% in size
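Luminescent ATP content (CellTiter-Glo) served as the growth readout. Knockout chicken DT40 cells expressing human TDP1 were exposed to compounds without camptothecin for a minimum 48 hr at 37 °C.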
TDP1 cell CPT – growth inhibition of DT40 Tdp1-/-;hTDP1 cells with camptothecin (screen for TDP1 inhibitors) | chicken DT40 Tdp1-/-;hTDP1 cells + 20 nM CPT, ATP luminescence, 48 h | hit rate 12% among 420,000 | Potency, µM (titrated, usually from 46.2 µM), inactives show top-dose activity change, negative = growth inhibition, usual class: inhibitors; note: nearly all actives have a fitted effect of over 55% in size
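Chicken DT40 Tdp1-/- cells complemented with human TDP1, 400 cells/well, exposed to compounds plus 20 nM camptothecin for at least 48 h at 37 C; viability read as ATP content by CellTiter-Glo luminescence.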
KAT2A inh – blocks human GCN5L2 histone acetyltransferase. Q92830. GCN5L2 HAT assay, ThioGlo1 CoA-SH fluorescence. Potency, µM (top dose mostly 58.9 µM), inactives show top-dose activity change, negative = inhibition, actives largely listed as inhibitors. hit rate 0.21% among 390,000. AID 504327
Target sequence (Q92830 whole entry, looked up): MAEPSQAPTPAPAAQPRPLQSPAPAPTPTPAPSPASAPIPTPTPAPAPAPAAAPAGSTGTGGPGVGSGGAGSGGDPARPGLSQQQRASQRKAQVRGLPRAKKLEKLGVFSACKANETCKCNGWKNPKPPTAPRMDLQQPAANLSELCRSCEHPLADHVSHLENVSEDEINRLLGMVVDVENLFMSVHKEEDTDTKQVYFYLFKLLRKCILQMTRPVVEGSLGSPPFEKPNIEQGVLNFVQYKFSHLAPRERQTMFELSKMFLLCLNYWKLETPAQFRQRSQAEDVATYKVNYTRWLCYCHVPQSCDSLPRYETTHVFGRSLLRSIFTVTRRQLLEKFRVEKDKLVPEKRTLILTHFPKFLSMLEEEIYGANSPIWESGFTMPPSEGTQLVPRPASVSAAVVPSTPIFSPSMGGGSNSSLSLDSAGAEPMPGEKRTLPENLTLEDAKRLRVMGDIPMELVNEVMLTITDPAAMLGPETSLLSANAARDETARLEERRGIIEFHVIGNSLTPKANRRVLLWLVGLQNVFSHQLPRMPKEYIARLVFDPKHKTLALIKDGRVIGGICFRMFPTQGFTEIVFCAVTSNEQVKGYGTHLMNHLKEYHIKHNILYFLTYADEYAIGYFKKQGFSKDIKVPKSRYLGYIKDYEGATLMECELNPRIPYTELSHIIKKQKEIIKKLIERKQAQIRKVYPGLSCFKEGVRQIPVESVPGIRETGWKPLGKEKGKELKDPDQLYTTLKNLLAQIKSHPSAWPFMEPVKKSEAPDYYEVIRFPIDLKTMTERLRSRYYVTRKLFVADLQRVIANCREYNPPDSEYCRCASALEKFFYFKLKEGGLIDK
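Free CoA generated was detected with ThioGlo1 (50uM) fluorescence at Ex340nm/Em540nm, read immediately and after 20 min at room temperature. Enzyme, 20 nM in HEPES pH 7.5 buffer, saw compounds 15 min before adding 75uM H3(1-25) peptide and 70uM acetyl-CoA.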
The depositor's hits bear a star; u = inconclusive; x = not tested or not shown; & = joins results of further samples. Calls come from the whole dose curve; as a rule, active = well fitted curve in the direction sought with a large enough effect; inconclusive = small, poorly fitted or top-dose-only effect, or another doubt; inactive = no such curve, though single readings can be large; an effect the other way counts as inactive or inconclusive. % is set by controls: 0 for no effect and ±100 for the full control effect; potency is the fitted concentration of half-maximal effect.

SMILES	DT40 TDP1 no CPT	TDP1 cell CPT	KAT2A inh
COc1cc(OC)cc(-c2sc3ccc(OC)cc3c2-c2ccc(OCCN3CCOCC3)cc2)c1	u	u	-9%
FC(F)OC(F)(F)C(F)Cl (stereo not drawn)	-13%	4%	2%
COC(=O)COc1cc(C)cc2oc(=O)c3c(c12)CCCC3	-5%	-6%	-4%
CC(C)NCC(O)c1ccccc1Cl (stereo not drawn)	-2%	16%	2%
O=C1/C(=C\c2ccc3c(c2)OCO3)N2CCC1CC2	-4%	-25%	-18%
COc1ccc(OC(=O)N(C)C[C@@H]2OCc3cnnn3CCCC(=O)N([C@H](C)CO)C[C@H]2C)cc1	1%	-11%	x
CC1(C)CC/C(=C/c2ccc(Cl)cc2)C1(O)Cn1cncn1 (stereo not drawn)	u	u	x
O=C(COc1ccccc1)N1CCN(CC2CC=CCC2)CC1 (stereo not drawn)	-6%	-5%	2%
COc1ccc(OC)c(-n2c(O)c(C=Nc3c(C)n(C)n(-c4ccccc4)c3=O)c(=O)[nH]c2=O)c1	8%	8%	-2%
CC(=O)OCC(=O)[C@H]1CC[C@H]2[C@@H]3CC=C4C[C@@H](O)CC[C@]4(C)[C@H]3CC[C@]12C	-7%	u	0%
Cc1ccc(S(=O)(=O)N2CN3CCN(C3)C2)cc1	u	16µM*	-6%
O=C(NCCO)c1nsnc1NCCCl	7%	9%	-6%
c1cc(C2N3CCCN2CC3)ccn1 (stereo not drawn)	-8%	4%	24%
CN1CCc2nc(N)c(C#N)c(-c3ccccc3)c2C1	-12%	1%	-2%
Cc1cccc(N=Cc2c(O)n(-c3ccccc3C)c(=O)[nH]c2=O)c1	-17%	-3%	-18%
CCc1c(C)nc(N)nc1N1N=C1SCC#N	1%	-14%	-3%
CN1OC[C@@H]2COc3ccc4ccccc4c3[C@@H]21	10%	25%	-7%
CN1CCC2(CC1)C(C#N)=C(N)NC(S)=C2C#N	2%&8%	u	-5%&-3%
COc1ccccc1OP(=O)(Nc1ccc(Br)cc1)Oc1ccccc1OC	u	u	-11%
CC(C)n1c(O)c(C=NCc2cccnc2)c(=O)[nH]c1=S	-20%	-26%	-6%
CS(=O)(=O)c1ccc(C2=C(CNC(=O)c3ccc([N+](=O)[O-])cc3)[C@H]3CC[C@@H](C2)N3CCOc2ccccc2)cc1	15µM*	u	x
Cc1ccc(N=Nc2c(O)[nH]c(=O)[nH]c2=O)c([N+](=O)[O-])c1	-18%	-17%	2%
Cc1nc2ccccc2c(=O)n1-c1ccc(Br)cn1	-15%	4%	-10%
Cc1cc(-n2c(/C=C/c3ccc(Br)s3)nc3ccccc3c2=O)ccc1Br	u	15µM*	-1%
CC1CCC(NC(=O)CN2CCN(S(=O)(=O)c3ccc(Br)s3)CC2)CC1 (stereo not drawn)	16µM*	16µM*	x

Remaining list, next part.
SMILES	DT40 TDP1 no CPT	TDP1 cell CPT	KAT2A inh
COc1ccc(-c2nc(CSCC(=O)N3CCC4(CC3)OCCO4)c(C)o2)cc1OC	-23%	-28%	-13%
CC(=O)O[C@@]12CO[C@@H]1C[C@H](O)[C@@]1(C)C(=O)[C@H](O)C3=C(C)[C@@H](OC(=O)[C@H](O)[C@@H](NC(=O)c4ccccc4)c4ccccc4)C[C@@](O)([C@@H](OC(=O)c4ccccc4)C12)C3(C)C (stereo partly drawn)	0.21µM*	0.033µM*	-7%
CC(CCN1CC1)=NNC(=O)Nc1cccc2ccccc12	8.2µM*	7.3µM*	x
CN1CC(C(=O)c2cccs2)C(c2ccc(Cl)cc2)C1 (stereo not drawn)	u	u	-20%
O=c1[nH]c(O)c(C=Nc2ccccc2Sc2ccccc2)c(=O)[nH]1	-23%	9%	-4%
CN(C)C(=O)Oc1ccc2c(c1)O/C(=C\c1ccc(Cl)cc1)C2=O	u	-30%	-1%
Cc1nn(Cc2ccccc2)c(C)c1C(=O)OCC(=O)NCc1ccco1	-1%	1%	-1%
C=CCn1c(O)c(C(C)=NC2CC2)c(=O)[nH]c1=O	-11%	-4%	-6%
Cc1cccc(-n2c(=S)[nH]c3ccccc3c2=O)n1	-5%	6%	-19%
CCOC(=O)C(O)(c1ccc(N=c2ccccn2C)cc1)C(F)(F)F (stereo not drawn)	3%	6%	-4%
Cn1c(O)c(/C=C2\C=Nc3ccc(Br)cc32)c(=O)n(C)c1=O	-2%	-18%	-16%
CCn1c(O)c(/C=N/NC(=O)c2ccccc2)c(=O)n(CC)c1=S	29µM*	u	-7%
Oc1ccc2c3c1O[C@H]1c4[nH]c5ccccc5c4C[C@]4(O)[C@H](C2)N(CC2CC2)CC[C@@]314	u	u	-7%
O=C(Nc1ccccc1)N1CCC2(CC1)OCCO2	2%	-3%	-1%
CCC(=NCc1cc(OC)cc(OC)c1)c1c(O)[nH]c(=O)[nH]c1=O	u	u	-1%
COCCCN1Cc2ccccc2C1=N	-5%	-3%	17%
Cc1ccc(NC(=O)N(Cc2ccc3c(c2)OCO3)C2CCN(Cc3ccccc3)CC2)cc1F	23µM*	u	-17%
NC(=O)c1ccc(N)nc1	4.1µM*	5.8µM*	20%
Fc1ccc(C2=CCN(C(c3cccs3)c3nnnn3CCc3ccccc3)CC2)cc1 (stereo not drawn)	u	u	-1%
Cc1ccc(NC(=O)C2CCCN(C(=O)c3cnn(-c4ccccc4)c3-n3cccc3)C2)cc1 (stereo not drawn)	18µM*	15µM*	3%
N#C/C(N)=C(/N)C#N	-9%	-20%	-5%
COc1ccccc1-n1c(/C=C/c2ccccc2)nc2ccccc2c1=O	26µM*	u	-5%
c1cc(CN2CCC3(CCNCC3)CC2)ccn1	-2%	-1%	0%
CCCNC(=O)c1cc2c(c(-c3cccc(-c4cc5ccccc5o4)c3)n1)[C@@H](CCO)N(C(=O)NC(C)C)C2	u	u	x
O=C(Cn1ncc2ccsc2c1=O)N1CCC2(CC1)OCCO2	-14%	-25%	-2%

Quoted at random: 2 entries already listed.
SMILES	DT40 TDP1 no CPT	TDP1 cell CPT	KAT2A inh
COc1ccc(-c2nc(CSCC(=O)N3CCC4(CC3)OCCO4)c(C)o2)cc1OC	-23%	-28%	-13%
Cn1c(O)c(/C=C2\C=Nc3ccc(Br)cc32)c(=O)n(C)c1=O	-2%	-18%	-16%

Later entries:
SMILES	DT40 TDP1 no CPT	TDP1 cell CPT	KAT2A inh
CC(=O)OC1C2CCC1C(N1CCCC1)CC2 (stereo not drawn)	-12%	1%	-1%
O=C1C2CCCN2C(c2cccc(Cl)c2)N1c1ccccn1 (stereo not drawn)	-8%	-9%	-3%
CCc1ccc(-n2nc(C)c3c(C(=O)NCCc4ccc(OC)c(OC)c4)cc(C)nc32)cc1	18µM*	18µM*	1%
CN1CCN(c2nc3c(c(=O)[nH]2)CCC3)CC1	23%	-8%	3%
CN(C)CC1Oc2ccccc2OC1(O)c1ccccc1 (stereo not drawn)	2.1µM*	2.1µM*	-3%
CC(=O)OC(C)(C)/C=C/C(=O)C(C)(O)C1[C@H](O)C[C@@]2(C)C3CC=C4C(CC[C@@H](O)C4(C)C)[C@]3(CO)C(=O)C[C@]12C (stereo partly drawn)	0.01µM*	0.018µM*	-5%
O=C1NC(=S)N(c2ccc(Cl)cc2)C(=O)/C1=C/N1CCN(C(=O)c2ccco2)CC1	-7%	-17%	-17%
Fc1ccc(N2Cc3ccccc3-n3nncc3C2)cc1	u	u	x
O=c1[nH]c(CN2CCNCC2)nc2ccccc12	-14%	u	-3%
C(#CCN1CCOCC1)COCc1ccccc1	-16%	-9%	-4%
CCN(CC)CCCOC(=O)C(OC)(c1ccccc1)c1ccccc1	-2%	-32%	-5%
CCC(=NCc1ccco1)c1c(O)n(-c2ccc(Cl)cc2)c(=O)[nH]c1=O	-24%	-3%	3%
CC(=O)O[C@H]1C(=O)[C@@]2(C)C([C@H](OC(=O)c3ccccc3)[C@]3(O)C[C@H](OC(=O)[C@H](O)[C@@H](NC(=O)Cc4ccccc4)c4ccccc4)C(C)=C1C3(C)C)[C@]1(OC(C)=O)CO[C@@H]1C[C@@H]2O (stereo partly drawn)	0.18µM*	0.18µM*	-5%
CCN(CC)C(=O)c1ccc(NC(=O)c2ccc(-n3cncn3)c([N+](=O)[O-])c2)cc1	u	-29%	-4%
CC(C)c1ccccc1NC1=NCCCS1	-3%	-5%	-4%
CC(C)C[C@@H](CN(N=O)[C@@H](Cc1ccccc1)CN(C)N=O)N(CCc1ccccc1)N=O	u	u	0%
O=c1[nH]c2ccccc2n1C1CCN(C(CCc2ccccc2)c2nnnn2C2CCCCC2)CC1 (stereo not drawn)	13µM*	21µM*	x
COC(=O)C1=C(c2ccccc2OCc2ccccc2)C[C@@H]2CC[C@H]1N2C(=O)NCc1ccc(Cl)cc1	u	u	-4%
Cc1ccc(C(=O)Nc2c(C(=O)Nc3ccc(C)c(C)c3)sc3nc(C)cc(C)c23)cc1	18µM*	u	1%
Cc1ccc(S(=O)(=O)N(C)C/N=C(\N)N[N+](=O)[O-])cc1	-15%	16%	-5%
CC1C(c2ccccc2)OCCN1C (stereo not drawn)	0%	-17%	x
O=S(=O)(c1ccccc1)N1CCCCC1c1cccnc1 (stereo not drawn)	u	u	u
CN1CCN(c2ccc([N+](=O)[O-])c3no[n+]([O-])c23)CC1	0.16µM*	0.18µM*	-4%
O=C(Nc1ccc(F)cc1)Oc1ccc[nH]c1=O	u	u	-20%
CC(C)C1(C)N=C(c2nc3ccccc3cc2C(=O)O)NC1=O (stereo not drawn)	12%	5%	-4%
Cc1ccc(-n2cc(CNC(C)Cc3cnccn3)c(-c3cccc(C)c3)n2)cc1 (stereo not drawn)	12µM*	13µM*	-4%

By substructure, those above with a Cl atom
SMILES	DT40 TDP1 no CPT	TDP1 cell CPT	KAT2A inh
FC(F)OC(F)(F)C(F)Cl (stereo not drawn)	-13%	4%	2%
CC(C)NCC(O)c1ccccc1Cl (stereo not drawn)	-2%	16%	2%
CC1(C)CC/C(=C/c2ccc(Cl)cc2)C1(O)Cn1cncn1 (stereo not drawn)	u	u	x
O=C(NCCO)c1nsnc1NCCCl	7%	9%	-6%
CN1CC(C(=O)c2cccs2)C(c2ccc(Cl)cc2)C1 (stereo not drawn)	u	u	-20%
CN(C)C(=O)Oc1ccc2c(c1)O/C(=C\c1ccc(Cl)cc1)C2=O	u	-30%	-1%
O=C1C2CCCN2C(c2cccc(Cl)c2)N1c1ccccn1 (stereo not drawn)	-8%	-9%	-3%
O=C1NC(=S)N(c2ccc(Cl)cc2)C(=O)/C1=C/N1CCN(C(=O)c2ccco2)CC1	-7%	-17%	-17%
CCC(=NCc1ccco1)c1c(O)n(-c2ccc(Cl)cc2)c(=O)[nH]c1=O	-24%	-3%	3%
COC(=O)C1=C(c2ccccc2OCc2ccccc2)C[C@@H]2CC[C@H]1N2C(=O)NCc1ccc(Cl)cc1	u	u	-4%

Some of the compounds tested; the hit share may differ from the screen's.
